GalR3 antag: blocks the human galanin receptor 3 | hit rate 0.44% among 360,000 | HEK293 GalR3-CNG cAMP membrane potential fluorescence; galR3 body fused to GalR1 C-terminus | inhibition, % at 3 µM | O60755 | AID 651719;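 active means inhibition above the screen-wide average plus 3 SD, cut at about 13% in these data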;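 further: forskolin and galanin both at EC90 stimulate the cells; cAMP rise reported by CNG channel membrane potential dye signal; 0% = forskolin plus galanin with DMSO and 100% = forskolin alone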
Target sequence (O60755 1-299 limits assumed): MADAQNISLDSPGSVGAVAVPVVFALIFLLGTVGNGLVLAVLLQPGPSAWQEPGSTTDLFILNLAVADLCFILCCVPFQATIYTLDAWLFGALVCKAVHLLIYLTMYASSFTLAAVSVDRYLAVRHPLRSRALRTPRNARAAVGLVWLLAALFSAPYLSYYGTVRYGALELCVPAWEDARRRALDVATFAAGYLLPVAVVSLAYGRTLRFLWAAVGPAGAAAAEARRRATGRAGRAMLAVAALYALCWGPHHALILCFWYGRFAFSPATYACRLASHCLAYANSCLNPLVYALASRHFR
MEKK3 PB1 HTS: MEKK3-MEK5 PB1 interaction, increase or decrease; Q99759; binding response (% of control), % at 10 µM; bead-based flow cytometry, Alexa488-MEK5 binding to MEKK3; actives lie on both sides; 0 = blocked by unlabeled MEK5, 100 = vehicle; hit rate 1.4% among 290,000;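 active means binding response more than 3 SD above or below the average of its plate-row segment, actives on both sides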;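 further: Alexa488 bead fluorescence after subtracting the streptavidin-only scavenger bead signal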
M4 PAM: potentiates acetylcholine response at human M4 receptor | P08173 | CHO-K1 hM4/Gqi5, Fluo-8 calcium fluorescence, ACh EC20; 0% = ACh EC20, 100% = maximal ACh | activation, % at 3 µM | hit rate 0.4% among 360,000;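 active means activation above its plate's cutoff, the mean activation of sample wells plus 3 SD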; further: some results filed as inactive read as strong as hits
IDE act: activators of human insulin-degrading enzyme in cells | hit rate 0.073% among 340,000 | HEK cells, FAbeta-B cleavage, fluorescence polarization; 0% vehicle, 100% cell-free pure enzyme wells | activation, % at 5.96 µM | P14735;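 active means activation above the mean of all tested compounds plus 3 SD, set per screening campaign, cut at about 17% in these data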
CRFR2-BP antag: antagonists of CRF-binding protein/CRF-R2 receptor complex; inhibition, % at 11.8 µM; hit rate 0.59% among 350,000; HEK293 CRF-R2/CRF-BP, CRF-induced calcium fluorescence;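 active means inhibition of the ligand-induced calcium signal above about 50% at the single tested concentration, limit read from the data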
pCIP destab: compounds decreasing mouse p/CIP protein stability; decrease of EGFP signal, % at 10 µM; AID 1984; hit rate 0.01% among 290,000; F442A p/CIP-EGFP cells, EGFP fluorescence, 16 h;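 active means EGFP signal decrease of at least 30% at 10 µM or well 3 SD below plate mean, unless failing retest; inactive means the rest, including hits failing retest or dose response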; further: some compounds called inactive have numbers as strong as hits; many of its hits are not listed in these tables
PHOSPHO1 inh: PHOSPHO1 (human) inhibition; Q8TCT1; recombinant PHOSPHO1, absorbance phosphatase assay; inhibition, % at 13.3 µM; hit rate 1.1% among 290,000; in the data active means inhibition above about 60%
Target sequence (Q8TCT1 whole entry, looked up): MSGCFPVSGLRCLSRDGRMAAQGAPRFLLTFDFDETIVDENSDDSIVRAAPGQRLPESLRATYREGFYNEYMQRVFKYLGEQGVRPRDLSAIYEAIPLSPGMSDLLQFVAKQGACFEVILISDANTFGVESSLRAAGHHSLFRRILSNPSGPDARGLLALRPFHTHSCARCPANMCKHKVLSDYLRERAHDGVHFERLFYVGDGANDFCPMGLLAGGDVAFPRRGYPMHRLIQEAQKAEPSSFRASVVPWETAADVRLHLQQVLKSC
IDE cell inh: inhibits human insulin-degrading enzyme in HEK cells; P14735; FAbetaB cleavage, fluorescence polarization; inhibition, % at 5.59 µM; hit rate 0.41% among 320,000;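 active means percent inhibition above the average of all tested compounds plus 3 SD, set per screening campaign, cut at about 16% in these data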;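 further: IDE supplied by intact live HEK cells; FP after avidin binding of uncleaved biotin substrate so inhibition keeps polarization high; 0% = DMSO wells and 100% = 60 µM reference IDE inhibitor Ii1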
CRFR2-BP ag: agonists of human CRF-binding protein/CRF-R2 receptor complex. HEK293 CRF-R2/CRF-BP, calcium dye fluorescence (FLIPR); percent of saturating CRF peptide response. activation, % at 13.2 µM. hit rate 0.46% among 350,000. AID 588473;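 active means activation of at least 50%, plus an integration ratio under a set limit after plate pattern correction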;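 further: plate controls were neutral control wells without compound for no effect and CRF at EC100 for full effect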
* = called active by the depositor; . = not tested or not shown.

#	SMILES	GalR3 antag	MEKK3 PB1 HTS	M4 PAM	IDE act	CRFR2-BP antag
1	CCCC(=O)Oc1ccc(-c2nccc(C(OC)OC)n2)cc1	-6	94	2	3	7
2	Cc1ccc(-c2nnc(SCC(=O)N3CCCc4ccccc43)n2N)cc1	-6	123	4	1	11
3	CC(C)c1nc(C#N)c(NCCCn2ccnc2)o1	-2	94	7	6	-6
4	CC(C)(C)c1ccc(S(=O)(=O)NCC(=O)N2CCCC2)cc1	-10	103	-3	1	34
5	Cc1ccc(/C(N)=N/OC(=O)c2ccc(C)cc2Cl)cc1	-6	107	2	0	-2
6	O=C(O)c1ccc(NC(=O)c2ccc(Cl)cc2)c(NC(=O)c2ccc(Cl)cc2)c1	0	106	2	6	14
7	O=C(c1cccc(C(=O)N2CCN(c3ccccc3F)CC2)c1)N1CCN(c2ccccc2F)CC1	-1	102	-3	6	20
8	CCCn1nc(C(=O)NNC(=O)CCCOc2ccc(OC)cc2)c2ccccc2c1=O	58*	.	1	-3	6
9	O=C(O)c1ccc2[nH]c3c(c2c1)CSCC3	.	97	3	-1	-2
10	Cc1ccc(OCc2nnc(SCC(=O)Nc3ncc(C)s3)o2)cc1	-4	103	-5	5	-10

#	pCIP destab	PHOSPHO1 inh	IDE cell inh	CRFR2-BP ag
1	-12	-1	-1	0.6
2	-8	39	0	-0.3
3	-10	20	1	-0.4
4	-15	25	-4	1.7
5	6	6	-3	3.0
6	0	19	-6	-2.1
7	-8	-36	-2	1.0
8	.	.	-5	2.3
9	4	48	-2	-2.5
10	-1	8	2	-0.7

(continued)
#	SMILES	GalR3 antag	MEKK3 PB1 HTS	M4 PAM	IDE act	CRFR2-BP antag
11	N/C(=N\OC(=O)c1cccs1)c1cccc([N+](=O)[O-])c1	-6	101	-5	8	-17
12	Cc1cc(C)c(S(=O)(=O)c2ccc(Cl)cc2)c(=O)[nH]1	-12	105	3	1	2
13	CC(c1nnc(SCC(=O)N(C)C2CCS(=O)(=O)C2)n1-c1ccccc1)N(C)C (stereo unspecified)	4	.	9	0	3
14	O=C(CNC(=O)c1ccccc1F)N/N=C/c1cccs1	-11	97	-1	3	-5
15	Cc1nc2ccc(NC(=O)N3CCCCC3)cc2s1	-4	92	18	5	-3
16	Cc1ccc(OCC(=O)NCCCNC(=O)c2cccnc2)cc1	-6	102	2	3	4
17	COc1cccc(NC(=O)Cc2nnc(SCC(=O)NC3CCCC3)n2C)c1	-9	100	-5	4	-6
18	CCCCNC(=O)NNC(=O)c1ccc(F)cc1	-7	101	4	4	8
19	CCN(CC)CCOC(=O)C(c1ccccc1)C1CCCCC1 (stereo unspecified)	.	.	-19	4	-23
20	Cc1ccc(/C=N/Nc2nnc(Cc3ccccc3)c(=O)[nH]2)o1	-1	105	4	-4	-23

#	pCIP destab	PHOSPHO1 inh	IDE cell inh	CRFR2-BP ag
11	9	49	5	-3.0
12	-9	14	3	-0.3
13	.	.	2	-0.6
14	-2	40	1	4.3
15	-11	-25	2	0.7
16	-10	17	6	1.2
17	-2	30	-5	0.9
18	-8	-15	4	-1.4
19	.	.	6	-0.6
20	1	27	-6	1.4

Arranged by molar mass (lowest first): five of the compounds above
#	SMILES	GalR3 antag	MEKK3 PB1 HTS	M4 PAM	IDE act	CRFR2-BP antag
15	Cc1nc2ccc(NC(=O)N3CCCCC3)cc2s1	-4	92	18	5	-3
12	Cc1cc(C)c(S(=O)(=O)c2ccc(Cl)cc2)c(=O)[nH]1	-12	105	3	1	2
14	O=C(CNC(=O)c1ccccc1F)N/N=C/c1cccs1	-11	97	-1	3	-5
17	COc1cccc(NC(=O)Cc2nnc(SCC(=O)NC3CCCC3)n2C)c1	-9	100	-5	4	-6
13	CC(c1nnc(SCC(=O)N(C)C2CCS(=O)(=O)C2)n1-c1ccccc1)N(C)C (stereo unspecified)	4	.	9	0	3

#	pCIP destab	PHOSPHO1 inh	IDE cell inh	CRFR2-BP ag
15	-11	-25	2	0.7
12	-9	14	3	-0.3
14	-2	40	1	4.3
17	-2	30	-5	0.9
13	.	.	2	-0.6

Following part
#	SMILES	GalR3 antag	MEKK3 PB1 HTS	M4 PAM	IDE act	CRFR2-BP antag
21	O=C(CN(CC1CCCO1)C(=O)Cn1nnc(-c2ccc(F)cc2)n1)NC1CCCCC1 (stereo unspecified)	-6	94	6	5	7
22	COc1ccc(NC(=O)N2CCCC2C(=O)NCC2CCCCC2)cc1 (stereo unspecified)	-6	100	-5	4	-2
23	CCOc1ccc2nc(NCCCNC(=O)c3cc(OC)c(OC)c(OC)c3)c(C#N)cc2c1	5	110	-8	1	0
24	C=CCn1c(SCC(=O)Nc2sccc2C#N)nc2sc(C)c(C)c2c1=O	-5	101	-2	3	30
25	Cc1ccc(NC(NC(=O)OCCn2c([N+](=O)[O-])cnc2C)C(Cl)(Cl)Cl)cc1 (stereo unspecified)	.	90	.	.	.
26	Cc1ccc(N2CC(C(=O)Nc3nc4ccc(S(C)(=O)=O)cc4s3)CC2=O)cc1 (stereo unspecified)	-3	99	-5	-1	-4
27	CN(C)Cc1c(O)ccc2cc(-c3nc4ccccc4n3C)c(=O)oc12	-5	100	2	3	1
28	CCOC(=O)C1=C(O)/C(=C/c2ccc(OCC(=O)Nc3ccc(C)cc3)cc2)N=C1C	12	102	0	1	3
29	Cc1ccc(OCC(=O)N/N=C\c2cn(Cc3ccccc3)c3ccccc23)cc1C	-4	97	6	-1	7
30	Cn1c(CNC(=O)CNC(=O)Cc2ccccc2)cc(=O)n(C)c1=O	2	98	-2	2	6

#	pCIP destab	PHOSPHO1 inh	IDE cell inh	CRFR2-BP ag
21	-7	7	-2	-1.2
22	-10	-26	5	-1.6
23	-4	0	-2	16
24	6	7	-2	-1.8
25	3	-15	2	.
26	1	1	-4	0.9
27	-5	39	7	20
28	-3	25	4	0.0
29	5	1	0	2.1
30	0	15	7	-1.2

Later entries:
#	SMILES	GalR3 antag	MEKK3 PB1 HTS	M4 PAM	IDE act	CRFR2-BP antag
31	CN1OC[C@@H]2CN(Cc3ccc(Cl)cc3)[C@H](c3cccc(Br)c3)C[C@@H]21	-11	.	-2	0	0
32	Cn1c(SCC(=O)Nc2ccc(Cl)cn2)nnc1C1CC1	-1	100	6	-5	2
33	CCOCC(=O)Nc1cccc(-c2nc3cccnc3s2)c1C	.	100	-1	1	9
34	O=C(CCNC(=O)c1ccc(Br)cc1)NNC(=O)c1ccccc1O	-4	.	-2	2	7
35	Cc1cc(NC(=O)CN2C(=O)NC3(CCCCCC3)C2=O)ccc1Br	-8	.	-3	1	-8
36	COC(=O)C(CC(=O)c1ccc(C)cc1)n1cccn1 (stereo unspecified)	1	110	1	4	17
37	COC(=O)c1cn(NC(=O)c2ccc3c(c2)OCO3)c(=O)c2ccccc12	-2	105	1	7	22
38	CC(=O)n1cc([C@@H]2C=C(C(=O)NCc3ccccc3)O[C@H](OCc3ccc(CO)cc3)C2)c2ccccc21	-3	98	-6	-4	-2
39	COc1ccc(CN(C(=O)c2ccco2)C2CCS(=O)(=O)C2)cc1 (stereo unspecified)	-2	107	3	-2	4
40	c1nnc(-c2ccc3c(c2)OCO3)o1	-1	106	9	2	1

#	pCIP destab	PHOSPHO1 inh	IDE cell inh	CRFR2-BP ag
31	.	.	.	2.1
32	-11	29	3	0.6
33	-5	36	5	1.2
34	.	.	-6	-0.5
35	.	.	-2	1.8
36	-5	30	-1	-1.0
37	-5	16	10	1.8
38	-9	-5	1	0.0
39	7	46	3	-1.3
40	-1	20	2	-1.2

Continuation:
#	SMILES	GalR3 antag	MEKK3 PB1 HTS	M4 PAM	IDE act	CRFR2-BP antag
41	Nc1ccc(N2CCN(c3ccc(F)cc3)CC2)cc1	-7	98	2	1	23
42	COc1ccc(N(C)C(=O)CN(C)S(=O)(=O)c2ccc3c(c2)c(=O)n(C)c(=O)n3C)c(OC)c1	4	102	13	2	6
43	Cc1ccc(CN2CCN(CC(=O)NC(C)CCc3ccccc3)C2=O)cc1 (stereo unspecified)	3	101	-1	3	5
44	CCOc1ccc(/C=N/NC(=O)Cc2cccs2)cc1	-1	100	-4	.	-12
45	COC(=O)c1ccc(NC(=O)Nc2ccc3c(c2)OCO3)cc1	-2	101	-7	5	14
46	COc1ccc(CCNc2ncnc3[nH]ncc23)cc1OC	-2	107	3	0	6
47	Cc1cccc(OCc2nnc(SCn3nnc4ccccc4c3=O)o2)c1	4	102	-4	-2	-3
48	COc1ccc(CN(C)C(=O)c2cc(-c3ccc(C)cc3C)nc3ccccc23)c(OC)c1OC	-8	98	-10	5	3
49	COc1ccc(N(C)C(=O)c2cc3c(s2)-c2ccccc2S(=O)(=O)C3)cc1	-5	98	-9	5	-1
50	COC(=O)c1c(C)[nH]c(C(=O)CC#N)c1C	1	89	-8	-3	-25

#	pCIP destab	PHOSPHO1 inh	IDE cell inh	CRFR2-BP ag
41	-1	38	-1	2.7
42	-14	20	-2	-0.9
43	-18	-3	7	-0.6
44	-7	36	5	-2.3
45	6	48	8	-0.3
46	-3	29	-7	0.9
47	-18	21	2	1.8
48	3	32	-2	1.2
49	-15	13	5	-0.5
50	-6	48	2	-1.9

More results follow:
#	SMILES	GalR3 antag	MEKK3 PB1 HTS	M4 PAM	IDE act	CRFR2-BP antag
51	C#CCO[C@@H]1C[C@H](n2cnc3c(NC(=O)c4ccccc4)ncnc32)O[C@@H]1CO	-3	107	2	2	-2
52	COc1ccc(-n2c(Cn3nnc4ccccc43)n[nH]c2=S)cc1	-10	88	3	5	26
53	CCn1c(CN2CCN(c3ccc(OC)cc3)CC2)nc2cc(S(=O)(=O)N(C)C)ccc21	-8	96	-1	-1	-6
54	Cc1[nH]n(-c2ccccc2)c(=O)c1N=Nc1ccc(C(N)=O)cc1	-4	103	-2	7	3

#	pCIP destab	PHOSPHO1 inh	IDE cell inh	CRFR2-BP ag
51	-2	48	2	-1.6
52	-7	-3	-6	-0.4
53	14	13	4	1.4
54	3	24	5	-1.0

Part of the list above, reduced to IDE act:
| no. | compound | IDE act |
| --- | --- | --- |
| 53 | CCn1c(CN2CCN(c3ccc(OC)cc3)CC2)nc2cc(S(=O)(=O)N(C)C)ccc21 | -1 |
| 54 | Cc1[nH]n(-c2ccccc2)c(=O)c1N=Nc1ccc(C(N)=O)cc1 | 7 |
